# Bioassay records from PubChem.
# LmPK inhibitor – inhibitors of Leishmania mexicana pyruvate kinase; purified LmPK, Kinase-Glo ATP luminescence, 1 h; Potency, µM (top dose mostly 57.5 µM), for inactives: at the highest dose activity change, negative = inhibition, hits mostly inhibitors; 0.37% of 290,000 active; AID 1721; note: potency is the fitted concentration of half-maximal effect; % is set by controls: 0 for no effect and ±100 for the full control effect
# Target sequence (Q27686 whole entry, looked up): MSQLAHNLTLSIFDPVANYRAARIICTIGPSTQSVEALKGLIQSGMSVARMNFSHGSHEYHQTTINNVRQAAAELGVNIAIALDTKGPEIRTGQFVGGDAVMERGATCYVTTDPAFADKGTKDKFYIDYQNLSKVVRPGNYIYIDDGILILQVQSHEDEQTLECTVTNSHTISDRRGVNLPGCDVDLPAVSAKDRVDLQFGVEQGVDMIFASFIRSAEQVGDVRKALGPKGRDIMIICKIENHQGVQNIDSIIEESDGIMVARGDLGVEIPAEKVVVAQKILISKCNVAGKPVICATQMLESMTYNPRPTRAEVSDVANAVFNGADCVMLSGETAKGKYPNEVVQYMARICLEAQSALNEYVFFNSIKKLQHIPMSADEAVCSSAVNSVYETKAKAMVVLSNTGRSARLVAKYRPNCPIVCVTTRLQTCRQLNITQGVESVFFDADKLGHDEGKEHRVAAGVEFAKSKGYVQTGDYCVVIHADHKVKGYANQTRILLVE
#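 ATP generated from ADP (0.1 mM) and PEP (0.5 mM) by 0.1 nM LmPK over 1 h at room temperature (pH 7.2 imidazole buffer) was detected by coupled luciferase luminescence. Values were normalized to uninhibited and no-enzyme wells.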
# Pf growth 96h – inhibits malaria parasite growth, 96 h | P. falciparum luciferase reporter growth, 96 h | Potency, µM (highest dose often 28.7 µM), for the others: at the top dose activity change, negative = inhibition, actives largely listed as inhibitors | 6.9% of 320,000 active | AID 504834; note: potency is the fitted concentration of half-maximal effect; % is set by controls: 0 for no effect and ±100 for the full control effect
#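 96 h incubation, 37 C, 5% CO2, of luciferase-reporter P. falciparum-infected RBCs (2% hematocrit, 0.05% parasitemia final) with test compounds; endpoint luminescence.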
# Shiga toxin inh – inhibitors of Shiga toxin in Vero cells | Vero cells, Shiga toxin protein synthesis inhibition reporter | inhibition, % at 38.7 µM | 9.2% of 290,000 active | AID 2315; in the data active = inhibition mostly above about 28%, no sharp cut-off; inactive = mostly below about 43%; note: 0% is about no effect
# AmpC no deterg – AmpC beta-lactamase inhibition without detergent | Potency, µM (series often up to 57.1 µM), without a hit: at the highest dose activity change, negative = inhibition, actives largely listed as inhibitors | 0.52% of 330,000 active | P00811 | AmpC nitrocefin hydrolysis, absorbance 480 nm, 0.0001% Triton;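 note: potency is the fitted concentration of half-maximal effect; plate controls were no compound for no effect and no enzyme for full effect; nearly all actives have a fitted effect of over 20% in size; some results filed as inactive show a strong effect at the top dose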
# Target sequence (P00811 whole entry, looked up): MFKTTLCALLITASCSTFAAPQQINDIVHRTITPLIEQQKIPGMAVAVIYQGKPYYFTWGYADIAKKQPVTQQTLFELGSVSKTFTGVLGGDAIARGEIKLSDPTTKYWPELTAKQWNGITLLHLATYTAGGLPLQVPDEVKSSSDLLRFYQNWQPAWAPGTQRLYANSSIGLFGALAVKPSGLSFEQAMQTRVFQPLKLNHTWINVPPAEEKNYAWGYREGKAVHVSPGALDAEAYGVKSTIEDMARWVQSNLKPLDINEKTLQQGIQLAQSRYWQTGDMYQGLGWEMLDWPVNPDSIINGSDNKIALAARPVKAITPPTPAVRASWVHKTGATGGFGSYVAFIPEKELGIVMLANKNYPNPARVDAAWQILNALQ
#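 AmpC (5.3 nM in the dispensed reagent) in 20 mM phosphate pH 7.0 with 0.01% (detergent screen) or 0.0001% Triton X-100 was preincubated with compounds for 15 min at room temperature. Nitrocefin was then added from an 800 uM solution, and hydrolysis was followed at 480 nm.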
# Cycloheximide cs – counter-screen for Shiga toxin inhibitors: cycloheximide protein synthesis inhibition; cell reporter, cycloheximide protein synthesis inhibition counterscreen; 12% of 300,000 active; AID 2314; max response, %; in the data active = max response mostly above about 13%, no sharp cut-off; inactive = mostly below about 14%; note: read at 38.3 µM for the half of the compounds with a filed dose; 0% is about no effect
# Tb PYK inh – T. brucei pyruvate kinase inhibition | Q57TT1 | TbPYK enzyme, Kinase-Glo Plus ATP luminescence, 45 min | Potency, µM (series often up to 76.8 µM), without a hit: at the highest dose activity, negative = inhibition, usual class: inhibitors | 0.12% of 410,000 active | AID 624173; note: potency is the fitted concentration of half-maximal effect; % is set by controls: 0 for no effect and ±100 for the full control effect; nearly all actives have a fitted effect of over 50% in size
#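 Readout: single end-point luminescence (Kinase-Glo Plus, 10 min). Reaction conditions were TbPYK/substrate plus 130 uM ADP, 45 min at RT, pH 7.2 TEA buffer. No-enzyme wells served as controls, and data were normalized before concentration-response fitting.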
# Pf growth 48h – P. falciparum growth inhibition at 48 hours (one generation); AID 504832; Potency, µM (top dose mostly 28.7 µM), inactives show at the highest dose activity change, negative = inhibition, most hits filed as inhibitors; P. falciparum luciferase growth in erythrocytes, 48 h; 5.9% of 310,000 active; note: potency is the fitted concentration of half-maximal effect; % is set by controls: 0 for no effect and ±100 for the full control effect
#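 First compound was added to culture medium, then infected red cells at 0.1% parasitemia and 2% hematocrit (final). After incubation at 37 C under 5% CO2, luciferase detection reagent was dispensed and light output recorded.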
# The depositor's hits bear a star; ? = inconclusive; . = no result given; & = joins results of further samples; [ ] = dose if it differs, or a comment. Unless noted, calls come from the whole dose curve; as a rule, active = well fitted curve in the direction sought with a large enough effect; inconclusive = small, poorly fitted or top-dose-only effect, or another doubt; inactive = no such curve, though single readings can be large; an effect the other way counts as inactive or inconclusive.
SMILES,LmPK inhibitor,Pf growth 96h,Shiga toxin inh,AmpC no deterg,Cycloheximide cs,Tb PYK inh,Pf growth 48h
COc1ccc(OC2C(=O)N(c3ccc(F)cc3)C2c2ccc(OC)c(OC)c2)cc1 (stereo not drawn),4%,1%,-5,28%,1,-3%,0%
CC(C)CC(NC(N)=O)C(=O)NCCc1ccc(Cl)cc1Cl (stereo not drawn),0%,3%,-5,-13%,0,1%,0%
COc1ccc(S(=O)(=O)Cc2ccc(C(=O)NCc3cccnc3)o2)cc1,6%,?,10,-4%,1,-4%,.
C/C(N)=C(/C#N)C(=O)COc1ccc(Cl)cc1Cl,0%,27%,47,-19%,48*,-6%,18%
Fc1cccc(CSc2ccc(-c3ccc4c(c3)OCO4)nn2)c1,3%,74%[activator],11,-28%,11,4%,14%
COC(=O)c1cc2occc2n1Cc1nc(-c2ccccc2C)oc1C,2%,?,-14,-31%,-2,1%&-2%,?
Cc1cccc(CN2CCN(CCCc3ccccc3)CC2)c1,-3%,14%,-2,25%,-3,.,62%[activator]
COc1ccccc1CNC(=O)[C@H](C)NC(=O)C1CCN(C(=O)[C@@H](N)CCSC)CC1,-4%,-4%,7,-11%,-2,4%,2%
O=C(O)/C(=C\c1ccccc1)c1ccccc1,0%,-6%,-4,-11%,-2,4%,45%[activator]
Cc1ccccc1C(=O)Nc1ccc(S(=O)(=O)N2CCN(C)CC2)cc1,-3%,.,10,-38%,-1,4%,11%
Cc1cccc(C)c1NC(=O)Cn1nc(C)n2cccc2c1=O,-2%,94%[activator],-4,-1%,7,-9%,6%
O=C(NC1(C(F)(F)F)C(=O)Nc2c1c(=O)[nH]c(=O)n2Cc1ccccc1)c1ccco1 (stereo not drawn),0%,45%,-10,-17%,1,.,37%[activator]
CC(=O)N/C(=C\c1ccccc1)C(=O)OC(C)C(=O)c1ccccc1 (stereo not drawn),.,30%,.,?,.,-1%,2%
CCC(Oc1ccccc1OC)C(=O)N1CC(=O)Nc2ccccc21 (stereo not drawn),-2%,-11%,27,-25%,-7,-8%,8%
Cc1cc(NC(=O)CSc2nc(C(C)C)nc3c2c(=O)n(C)c(=O)n3C)no1,2%,?,14,-3%,-2,0%,?
Nc1nc2n(n1)C(c1ccc(Cl)cc1)CC(c1ccc(F)cc1)N2 (stereo not drawn),5%,10%,-12,42%,-5,-3%,-1%
CN(CC(=O)NC1CCCc2ccccc21)C1CCCCC1 (stereo not drawn),6%,?,24,2%,-4,0%,0%
O=C(NCCN1CCOCC1)c1ccccc1N1C(=O)[C@@H]2Cc3c([nH]c4ccccc34)C(c3ccccc3)N2C1=O (stereo partly drawn),-6%,?,-2,343%[activator],-1,5%,?
COc1ccccc1C(=O)NCC(=O)OCC(=O)N(CC(C)C)c1c(N)n(Cc2ccccc2)c(=O)[nH]c1=O,.,43%[activator],.,37%,.,5%,-5%
Cc1ccc(Nc2c([N+](=O)[O-])c(=O)oc3ccccc23)cc1C,-2%,34%,26,-23%,15,5%,?
CCc1c(C(=O)Nc2ncn(Cc3cccc(C)c3)n2)csc1C,1%,12%,6,-31%,9,3%,-29%
O=C(CCS(=O)(=O)c1ccccc1)N(CCCN1CCOCC1)c1nc2ccc(F)cc2s1,.,117%[activator],.,138%[activator],.,-2%,69%[activator]
O=C(Nc1ccc(C(=O)N2CCCCC2)cc1)c1cccc([N+](=O)[O-])c1,-1%,-8%,27,-11%,-4,6%,20%
COc1ccccc1CNC(=O)c1cc(-c2ccccc2C)nn1CC1CC(c2cccnc2)=NO1 (stereo not drawn),.,4.7µM*,.,62%[activator],.,-4%,?
FC(F)(F)c1cnc2c(-c3ccc(Cl)cc3Cl)noc2c1,3%,-2%,3,-18%,-4,-9%,.
SMILES,LmPK inhibitor,Pf growth 96h,Shiga toxin inh,AmpC no deterg,Cycloheximide cs,Tb PYK inh,Pf growth 48h
O=C(CCc1nc(-c2ccccc2)no1)Nc1cccc(C(=O)NC2CC2)c1,.,-22%,.,-26%,.,1%,?
CN1CCN(S(=O)(=O)c2ccc(N3CCc4ccccc4C3)nc2)CC1,-1%,42%[activator],-6,-10%,5,-20%,22%
Cc1ccn(C(=O)c2cc3ccccc3oc2=O)n1,3%,?,-16,-3%,-4,.,.
CC(C)NS(=O)(=O)c1ccc(NC(=O)C(C)OC(=O)CCC2CCCC2)cc1 (stereo not drawn),.,-4%,.,-13%,.,0%,-10%
Cc1ccc(SCCNC(=S)Nc2cc(C)cc(C)c2)cc1,0%,?,-14,-34%,-2,2%,.
COc1ccc(CCNC(=O)CSc2nc(N)cc(=O)[nH]2)cc1OC,0%,?,16,-12%,1,-4%,1%
Cc1cc(Br)ccc1OCCN1CCCC1,0%,?,-8,14%,1,1%,10%
Cc1ccc(/C=C/S(=O)(=O)NCC(=O)OCC(=O)Nc2ccc(C(=O)N(C)C)cc2)cc1,.,?,.,4%,.,0%,23%
CCC(=O)Nc1ccc(Cl)c(NC(=S)NC(=O)c2cc3ccccc3o2)c1,-1%,-8%,72*,-12%,52*,1%,17%
COc1ccccc1NC(=O)CCSCCC(=O)Nc1ccccc1OC,3%,?,17,-26%,5,-2%,-6%
CC(=O)N(C(C)=O)c1c(N2CCCC2)c2ccccc2oc1=O,0%,0%,15,-16%,-2,0%,?
CCNS(=O)(=O)c1ccc(NC(=S)NCC2CCCO2)cc1 (stereo not drawn),-1%,?,-10,-12%,4,-3%,-9%
CCOC(=O)C1=C(CC)OC(N)=C(C#N)C1c1ccc(OC)c(C)c1OC (stereo not drawn),1%,103%[activator],15,3%,-2,-6%,?
Cc1c(OCC(=O)N2CCC(C(N)=O)CC2)ccc2c1oc(=O)c1ccccc12,-2%,?,-3,-5%,-2,-2%,6%
O=C(Cc1ccc(Cl)cc1)NC(=S)Nc1ccccc1O,-1%,45%[activator],-15,-44%,1,6%,8%
COc1ccc2c(c1)c(C(=O)O)c(C)n2C(C)C,-7%,-12%,-3,-11%,-4,-1%,-6%
CC1(C)CC(NC(=O)COc2ccc3ccccc3c2)CC(C)(C)N1,1%,41%[activator],-22,-6%,-1,5%,46%[activator]
O=C(COc1ccc(F)cc1)N1CCC(c2ccccc2)C1 (stereo not drawn),5%,?,58*,-3%,43*,-4%,157%[activator]
COc1ccc(CNc2cccc3[nH]c(C(F)(F)F)nc23)cc1,4%,21%,8,-19%,-5,-17%,1.7µM*
COC(=O)CCC(=O)c1ccn(S(=O)(=O)c2ccccc2)c1,1%,?,-3,-6%,-6,-6%,1%[0.00184 µM]
CSc1ccccc1NC(=O)c1cc2c(=O)n3ccccc3nc2s1,8%,69%[activator],-9,1%,-1,5%,17%
CC(C)Nc1nc(-c2cccnc2)nc(-c2ccc(Cl)cc2)c1C#N,5%,2.3µM*,-13,-18%,-8,2%,0%[0.00184 µM]
C=Cn1nc(C)c2ccccc2c1=O,-5%,9%,-10,1%,0,5%,33%[activator]
COc1cc2nc(COc3ccccc3[N+](=O)[O-])oc(=O)c2cc1OC,2%,51%[activator],-12,-26%,0,-2%,6%
COCc1nnc(NC(=O)C23CC4CC(CC(C4)C2)C3)s1,.,26%,.,1%,.,-6%,?

# 5 entries from above, set out differently.
# Below each SMILES – LmPK inhibitor | Pf growth 96h | Shiga toxin inh | AmpC no deterg | Cycloheximide cs | Tb PYK inh | Pf growth 48h
O=C(Cc1ccc(Cl)cc1)NC(=S)Nc1ccccc1O
  -1% | 45%[activator] | -15 | -44% | 1 | 6% | 8%
COc1ccc2c(c1)c(C(=O)O)c(C)n2C(C)C
  -7% | -12% | -3 | -11% | -4 | -1% | -6%
CC1(C)CC(NC(=O)COc2ccc3ccccc3c2)CC(C)(C)N1
  1% | 41%[activator] | -22 | -6% | -1 | 5% | 46%[activator]
O=C(COc1ccc(F)cc1)N1CCC(c2ccccc2)C1 (stereo not drawn)
  5% | ? | 58* | -3% | 43* | -4% | 157%[activator]
COc1ccc(CNc2cccc3[nH]c(C(F)(F)F)nc23)cc1
  4% | 21% | 8 | -19% | -5 | -17% | 1.7µM*

# Later entries:
SMILES,LmPK inhibitor,Pf growth 96h,Shiga toxin inh,AmpC no deterg,Cycloheximide cs,Tb PYK inh,Pf growth 48h
Cc1ccc(OCC(=O)n2cnnc2N)c(C)c1,0%,16%,8,-17%,10,.,22%
CCCNC(=O)Cn1c(=O)/c(=C\c2ccc(-c3ccc([N+](=O)[O-])cc3)o2)s/c1=C\C(=O)C(C)(C)C,1%,?,2,-28%,-1,10%,9.3µM*
CCSc1nnc(NC(=O)COc2ccccc2[N+](=O)[O-])s1,-1%,169%[activator],185*,-29%,62*,0%,121%[activator]
Cc1cc(Cl)ccc1OCc1nnc(-c2ccccc2C)o1,.,55%[activator],.,-15%,.,-1%,41%[activator]
N#Cc1ccccc1Sc1ccccc1C(=O)Nc1ccc2ccccc2c1,5%,?,4,-28%,8,5%,-17%
CCCn1nc(NC(=O)COC)c2cc3cccc(C)c3nc21,1%,15%,-3,44%,-3,1%,-1%
COc1cc(Cl)nn(-c2ccccc2)c1=O,-4%,-21%,16,-5%,3,-6%,12%
CN1CCN(S(=O)(=O)c2ccc(NC(=O)c3ccc(F)cc3Cl)cc2)CC1,0%,?,-2,-4%,-2,-8%,37%[activator]
CN1C(=O)C(CC(=O)Nc2ccc(F)cc2)N(Cc2cccs2)C1=S (stereo not drawn),1%,?,-5,-1%,-1,-4%,?
Cc1ccc(OCCCCNC(C)(C)C)c([N+](=O)[O-])c1,-7%,3.7µM*,-15,-8%,1,2%,?
CC(O)c1cccc(NC2=CC(=O)CC(C)(C)C2)c1 (stereo not drawn),4%,102%[activator],-6,-9%,-7,-3%,1%
CC(=O)N1CCc2cc(S(=O)(=O)NCCCN3CCCCC3)ccc21,-1%,?,-9,-24%,-2,3%,8%

# One compound at a time, as listed above:
# Profile of `Cc1ccc(OCC(=O)n2cnnc2N)c(C)c1` → LmPK inhibitor: 0%; Pf growth 96h: 16%; Shiga toxin inh: 8; AmpC no deterg: -17%; Cycloheximide cs: 10; Tb PYK inh: .; Pf growth 48h: 22%
# Profile of `CN1CCN(S(=O)(=O)c2ccc(NC(=O)c3ccc(F)cc3Cl)cc2)CC1` → LmPK inhibitor: 0%; Pf growth 96h: ?; Shiga toxin inh: -2; AmpC no deterg: -4%; Cycloheximide cs: -2; Tb PYK inh: -8%; Pf growth 48h: 37%[activator]
# Profile of `CCCNC(=O)Cn1c(=O)/c(=C\c2ccc(-c3ccc([N+](=O)[O-])cc3)o2)s/c1=C\C(=O)C(C)(C)C` → LmPK inhibitor: 1%; Pf growth 96h: ?; Shiga toxin inh: 2; AmpC no deterg: -28%; Cycloheximide cs: -1; Tb PYK inh: 10%; Pf growth 48h: 9.3µM*
